Assay outcomes from PubChem BioAssay.
hERG WT inh: KCNH2 (human, wildtype) channel inhibition | U2OS, BacMam KCNH2, thallium flux FluxOr; hits give low values | activity change, % at 1.84 µM | 340,000 tested, 0.37% active | AID 720551;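 active = maximum activity change below -70%; inconclusive = maximum activity change between -70% and -50%; inactive = maximum activity change above -50%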; note: % is set by controls: 0 for no effect and ±100 for the full control effect
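U2OS cells transduced with wild-type KCNH2 virus are loaded with FluxOr dye for 45 min, and thallium flux is measured in kinetic reads before and after stimulation buffer. Rate constants are normalized to DMSO controls.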
ELG1 repair inh: ELG1-dependent DNA repair inhibition. HEK293T ELG1-luciferase reporter, luminescence, 16 h; DNA damage induced by 5-fluorouridine. Potency, µM (top dose mostly 46.1 µM), inactives show top-dose activity change, negative = inhibition, most hits filed as inhibitors. 330,000 tested, 2.3% active. AID 504467; note: potency is the fitted concentration of half-maximal effect; % is set by controls: 0 for no effect and ±100 for the full control effect; nearly all actives have a fitted effect of over 55% in size
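HEK293T cells expressing luciferase-tagged ELG1 (2,000/well) received 5-Fluorouridine plus compound or DMSO for 16 hr at 37 °C. Luciferase was read by ONE-Glo luminescence after 30 min at room temperature.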
KCNH2 3.1 inh: inhibitors of human KCNH2 3.1 potassium channel isoform. U2OS KCNH2 3.1, thallium flux FluxOr; hits give low values. activity change, % (tested at about 1.8 µM). 340,000 tested, 0.95% active;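 active = maximum activity change below -70%; inconclusive = maximum activity change from -70% to -50%; inactive = maximum activity change above -50%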;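 note: thallium influx rate constant from kinetic fluorescence after stimulation buffer; % is set by controls: 0 for no effect and ±100 for the full control effect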
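Normalized rate constant (relative to positive and negative DMSO controls) derived from a 2 min kinetic fluorescence read after stimulation; U2OS cells expressing the 3.1 isoform via virus at 1.77 x 10^8 /mL.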
Eya2 inh: Eya2 (human) phosphatase inhibition; O00167; recombinant Eya2, OMFP fluorescence dephosphorylation (OMFP is methylfluorescein phosphate); Potency, µM (titrated, usually from 76.9 µM), for inactives: at the highest dose activity, negative = inhibition, actives largely listed as inhibitors; 330,000 tested, 0.006% active; note: potency is the fitted concentration of half-maximal effect; % is set by controls: 0 for no effect and ±100 for the full control effect
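Eya2 protein (added as 0.2 uM solution) was preincubated with compound for 10 min at ambient temperature in 50 mM HEPES pH 7.5, 50 mM NaCl, 5 uM MgCl2, 0.05% BSA, 1 mM DTT. OMFP (added at 50 uM) then reacted 10 min; fluorescence read at 485/525 nm.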
TSHR antagonist: human thyrotropin receptor antagonism; 330,000 tested, 0.2% active; activity change, negative = inhibition, % at 11.5 µM; P16473; TSHR-expressing cells, TSH-stimulated cAMP HTRF, 2 h; hits give low values;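 active = activity change below a set negative limit, meaning inhibition stronger than a set level, cut at about -70% in these data; inconclusive = activity change between two set negative limits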; note: % is set by controls: 0 for no effect and ±100 for the full control effect
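Read-out is FRET at 665 nm (cryptate excitation 337 nm) from a cryptate-tagged anti-cAMP antibody, competed by cell cAMP against cAMP-d2. Compounds are tested on freshly harvested TSHR cells challenged with 4nM TSH (EC80) for 2 hours at 37 deg C.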
AT treatment: potential ataxia-telangiectasia treatment; […] A-T fibroblasts, KAP-1 phosphorylation AlphaLISA; neocarzinostatin DNA damage 30 min before lysis; Potency, µM (top dose mostly 57.5 µM), for the others: at the top dose activation, usual class: activators; 320,000 tested, 0.19% active; AID 485349; note: potency is the fitted concentration of half-maximal effect; % of control where 0% means no effect; nearly all actives have a fitted effect of over 45% in size
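hTERT-immortalized A-T patient fibroblasts ([…]), 500 cells/well in OPTI-MEM, 1% FBS, got compounds for 60 min, then NCS for 30 min at 37C. Lysates were then assayed for phospho-KAP-1 by AlphaLISA (anti-pKAP1 donor, anti-KAP1 acceptor beads), 6 hr at 25C.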
TCR activator: T cell receptor activation | primary human leukocytes, anti-CD3, IL-2 HTRF, 48 h | Potency, µM (titrated, usually from 9.22 µM), without a hit: at the top dose activation of IL-2 secretion, most hits filed as activators | 330,000 tested, under 10 active; note: % of control where 0% means no effect
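Readout: HTRF IL-2, Eu-cryptate/d2 antibody pair, 320nm excitation, 665nm emission. Stimulus: a-CD3 beads, no co-stimulation. Cells: primary human leukocytes. Exposure: 48 hr with compound.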
TRPV1 ag: agonists of human vanilloid receptor 1 (TRPV1); Q8NER1; TRPV1-expressing cells, Fluo-8 calcium influx, agonist mode; activation, % at 8.33 µM; 320,000 tested, 0.19% active; AID 540275; in the data active = activation above about 80%; inconclusive = between about 30% and that limit; note: 0% is about no effect
Target sequence (Q8NER1 whole entry, looked up): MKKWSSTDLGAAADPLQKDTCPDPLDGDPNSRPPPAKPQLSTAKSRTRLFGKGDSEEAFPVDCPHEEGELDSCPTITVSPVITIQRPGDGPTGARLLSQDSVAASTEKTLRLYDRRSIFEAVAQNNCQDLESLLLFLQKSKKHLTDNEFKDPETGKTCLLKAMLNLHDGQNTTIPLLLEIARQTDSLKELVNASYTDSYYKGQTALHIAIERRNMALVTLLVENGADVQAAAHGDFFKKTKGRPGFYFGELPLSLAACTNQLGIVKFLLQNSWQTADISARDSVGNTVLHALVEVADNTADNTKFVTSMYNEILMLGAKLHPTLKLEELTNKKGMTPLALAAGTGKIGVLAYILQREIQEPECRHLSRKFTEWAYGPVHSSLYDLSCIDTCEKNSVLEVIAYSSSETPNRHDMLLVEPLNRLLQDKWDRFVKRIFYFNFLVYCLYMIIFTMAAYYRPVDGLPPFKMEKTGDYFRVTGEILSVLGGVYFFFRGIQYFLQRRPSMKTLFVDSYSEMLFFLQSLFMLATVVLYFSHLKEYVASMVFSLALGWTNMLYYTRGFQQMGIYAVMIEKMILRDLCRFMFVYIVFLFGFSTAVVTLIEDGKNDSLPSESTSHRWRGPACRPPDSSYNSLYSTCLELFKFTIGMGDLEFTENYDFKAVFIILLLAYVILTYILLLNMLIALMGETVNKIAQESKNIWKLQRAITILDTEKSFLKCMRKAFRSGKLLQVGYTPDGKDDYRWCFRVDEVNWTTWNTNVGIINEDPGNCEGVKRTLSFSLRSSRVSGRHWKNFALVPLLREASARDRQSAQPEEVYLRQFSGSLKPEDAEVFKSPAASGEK
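Fluo-8 calcium influx in TRPV1-expressing cells, kinetic read (ex 480/em 520 nm). Compound added and read 3 min for agonist activity, followed by capsaicin at EC20 final and 2 min further read for enhancement.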
Mito fusion act: blocks mitochondrial division or promotes mitochondrial fusion. S. cerevisiae fusion-defective mutant growth rescue, CellTiterGlo 48 h. Potency, µM (titrated, usually from 46.1 µM), without a hit: at the top dose growth rescue (activation), hits mostly activators. 320,000 tested, 0.23% active;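 note: potency is the fitted concentration of half-maximal effect; % of control where 0% means no effect; nearly all actives have a fitted effect of over 45% in size; temperature-sensitive fusion mutants such as fzo1-1 at 37 °C on non-fermentable ethanol glycerol medium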
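Yeast fusion mutant, YPEG (non-fermentable carbon), compound, 48 h at 37C non-permissive; CellTiterGlo added, 10 min RT, luminescence read. Rescued growth = division inhibition.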
USP2a inh: blocks human ubiquitin-specific protease USP2a. O75604. USP2 core, Ub-CHOP2 coupled fluorogenic reporter, 485/531. Potency, µM (highest dose often 38.3 µM), without a hit: top-dose activity change, negative = inhibition, actives largely listed as inhibitors. 330,000 tested, 0.01% active. AID 463254;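 note: potency is the fitted concentration of half-maximal effect; plate controls were DMSO wells for no effect and full inhibition by NEM control for full effect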
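Deubiquitinase activity read as fluorescence (485/531 nm) after Ub-CHOP2 cleavage activates the enterokinase reporter on its substrate; USP2 core 10nM, Ub-CHOP2 and substrate 25nM each, 30min compound preincubation then 60min RT; data normalized to NEM, curves fitted.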
Numbers without * were called inactive; [ ] = dose if it differs, or a comment. Unless noted, calls come from the whole dose curve; as a rule, active = well fitted curve in the direction sought with a large enough effect; inconclusive = small, poorly fitted or top-dose-only effect, or another doubt; inactive = no such curve, though single readings can be large; an effect the other way counts as inactive or inconclusive. The list is partial, so the mix of outcomes need not match the whole.

`Cc1cccc(C)c1OCCNC(=O)CCC(=O)c1ccccc1` gave hERG WT inh 2.9, ELG1 repair inh 4.0%, KCNH2 3.1 inh -15.1, Eya2 inh 0.9%, TSHR antagonist -7.2, AT treatment -3.9%, TCR activator -1.2%[46.1 µM], TRPV1 ag 25.1, Mito fusion act -1.0% and USP2a inh 0.4%.
CN1CCN(C(=O)/C(=C/c2ccc(F)cc2)NC(=O)c2ccccc2)CC1 was read as hERG WT inh -22.5, ELG1 repair inh -1.8%, KCNH2 3.1 inh -90.8*, Eya2 inh 11.6%, TSHR antagonist 1.2, AT treatment 1.2%, TCR activator -6.4%, TRPV1 ag 1.7, Mito fusion act -0.7% and USP2a inh 2.3%.
Screening COc1ccc(S(=O)(=O)N2N=C(c3cccc(NS(C)(=O)=O)c3)CC2c2ccco2)cc1 (centres undefined) returned hERG WT inh -5.3, ELG1 repair inh -18.0%, KCNH2 3.1 inh -11.9, Eya2 inh 4.6%, TSHR antagonist 2.2, AT treatment -4.8%, TCR activator 7.0%, TRPV1 ag 0.7, Mito fusion act -0.3% and USP2a inh 2.7%.
For CC1CCCC(NC(=O)c2cn(C)c3ccc(S(=O)(=O)N4CCCC4)cc3c2=O)C1C (centres undefined) the results were ELG1 repair inh 0.6%, Eya2 inh -25.1%, TSHR antagonist -11.2, AT treatment -4.9%, Mito fusion act -4.6% and USP2a inh 1.5%.
For O=C(N/N=C/c1ccc(Br)s1)c1ccco1 the results were hERG WT inh -1.9, ELG1 repair inh inconclusive, KCNH2 3.1 inh 11.0, Eya2 inh 14.4%, TSHR antagonist 11.4, AT treatment -5.9%, TCR activator 3.2%, TRPV1 ag inconclusive, Mito fusion act -2.1% and USP2a inh 3.1%.
Screening CC(c1ccccc1)N1CCc2[nH]c(=S)[nH]c(=O)c2C1 (centres undefined) returned hERG WT inh inactive, ELG1 repair inh -8.8%, KCNH2 3.1 inh 8.0, Eya2 inh -10.7%, TSHR antagonist -5.1, AT treatment 1.3%, TCR activator -4.2%, TRPV1 ag -1.9, Mito fusion act -2.0% and USP2a inh 4.1%.
NS(=O)(=O)c1ccc(CNC(=O)CCC2CCCCC2)cc1 was read as hERG WT inh -1.2, ELG1 repair inh 5.5%, KCNH2 3.1 inh -2.8, Eya2 inh 9.7%, TSHR antagonist -7.1, AT treatment 2.9%, TCR activator 7.7%, TRPV1 ag inconclusive, Mito fusion act 2.5% and USP2a inh 5.0%.
CC(Oc1ccc2c3c(c(=O)oc2c1)CCC3)C(=O)N[C@@H](Cc1ccccc1)C(=O)O (some centres undefined) was read as hERG WT inh 2.8, ELG1 repair inh -6.8%, KCNH2 3.1 inh 4.3, Eya2 inh 5.9%, TSHR antagonist 20.5, AT treatment 9.6%, TCR activator 2.1%, TRPV1 ag -7.3, Mito fusion act -0.1% and USP2a inh 0.3%.
`COc1ccc(/C=C/C(=O)OCC(=O)NC2CCCC(C)C2C)cc1S(=O)(=O)N1CCOCC1` (centres undefined) gave ELG1 repair inh 18.2%, KCNH2 3.1 inh 2.2, Eya2 inh -14.6%, TSHR antagonist 9.5, AT treatment -1.2%, TCR activator 2.8%, TRPV1 ag -9.3, Mito fusion act 5.5% and USP2a inh -1.5%.
`O=C(Cc1ccc(F)cc1)NC1CCSC1=O` (centres undefined) gave hERG WT inh 4.8, ELG1 repair inh 11.6%, KCNH2 3.1 inh 2.6, Eya2 inh -8.5%, TSHR antagonist 3.6, AT treatment 5.7%, TCR activator 4.7%, TRPV1 ag 4.1, Mito fusion act -2.9% and USP2a inh 0.5%.
COc1ccc(NC(=O)NNC(=O)c2ccc(-c3ccccc3)cc2)c(OC)c1 was read as hERG WT inh 2.3, ELG1 repair inh 3.4%, KCNH2 3.1 inh -9.5, Eya2 inh -6.7%, TSHR antagonist -5.5, AT treatment -2.2%, TCR activator -2.0%, TRPV1 ag -2.0, Mito fusion act 2.0% and USP2a inh 3.1%.
`Cc1ccc(C)c(NC(=O)c2cc(-c3ccccc3O)n[nH]2)c1` gave hERG WT inh -5.9, ELG1 repair inh inconclusive, KCNH2 3.1 inh -80.8*, Eya2 inh 13.1%, TSHR antagonist -6.8, AT treatment 2.5%, TCR activator -2.4%, TRPV1 ag 2.7, Mito fusion act 6.6% and USP2a inh 1.5%.
For CCN(CC)S(=O)(=O)c1ccc(Cl)c(C(=O)NCc2ccccc2Cl)c1 the results were hERG WT inh -12.4, ELG1 repair inh inconclusive, KCNH2 3.1 inh 12.8, Eya2 inh -1.8%, TSHR antagonist 8.4, AT treatment 4.3%, TCR activator 5.8%, TRPV1 ag 14.0, Mito fusion act 1.1% and USP2a inh -1.8%.
Screening CCOc1ccc(C(=O)CCC(=O)N2CCN(S(=O)(=O)c3cccc(F)c3)CC2)cc1 returned hERG WT inh 19.2, ELG1 repair inh -28.1%, KCNH2 3.1 inh -3.8, Eya2 inh 1.0%, TSHR antagonist 19.0, AT treatment -4.3%, TCR activator -1.1%, TRPV1 ag 13.6, Mito fusion act 7.5% and USP2a inh -1.5%.
`CCOC(=O)N1CCN(C(=O)C2CCN(S(=O)(=O)N(CC)CC)CC2)CC1` gave hERG WT inh -15.3, ELG1 repair inh -5.6%, KCNH2 3.1 inh 4.8, Eya2 inh 5.7%, TSHR antagonist -0.4, AT treatment 3.1%, TCR activator -2.8%, TRPV1 ag -3.4, Mito fusion act 1.8% and USP2a inh -1.7%.
For Fc1ccccc1CSc1nnc(Cn2cnc3ccccc32)n1-c1ccccc1 the results were hERG WT inh -15.1, ELG1 repair inh -6.3%, KCNH2 3.1 inh 10.4, Eya2 inh 2.3%, TSHR antagonist -1.1, AT treatment -0.5%, TCR activator 6.8%, TRPV1 ag 0.7, Mito fusion act 1.3% and USP2a inh -0.3%.
Screening O=C(C[n+]1ccc(C(=O)NCc2ccccc2)cc1)c1ccc(Cl)cc1 returned hERG WT inh -10.6, ELG1 repair inh 6.5%, KCNH2 3.1 inh -4.8, Eya2 inh 8.7%, TSHR antagonist -2.9, AT treatment 2.9%, TCR activator 2.9%, TRPV1 ag 3.2, Mito fusion act -0.2% and USP2a inh 2.9%.
For Cc1cccc(Cn2nc(C)cc2NC(=O)Cn2cc([N+](=O)[O-])cn2)c1 the results were hERG WT inh -10.5, ELG1 repair inh -13.5%, KCNH2 3.1 inh 9.6, Eya2 inh -14.4%, TSHR antagonist 15.3, AT treatment 18.3%, TCR activator 4.8%, TRPV1 ag 8.6, Mito fusion act -0.3% and USP2a inh 1.0%.
`COc1cc([N+](=O)[O-])ccc1NC(=O)C1CCCN(S(C)(=O)=O)C1` (centres undefined) gave hERG WT inh -1.9, ELG1 repair inh 8.7%, KCNH2 3.1 inh -5.0, Eya2 inh -20.5%, TSHR antagonist -9.3, AT treatment -1.0%, TCR activator 5.2%, TRPV1 ag 2.8, Mito fusion act -2.2% and USP2a inh 0.0%.
Screening O=C(O)CSCC(=O)N1CCCCC1 returned hERG WT inh 21.8, ELG1 repair inh 1.4%, KCNH2 3.1 inh 1.4, Eya2 inh -3.0%, TSHR antagonist 5.0, AT treatment -1.4%, TCR activator 3.6%, TRPV1 ag -1.1, Mito fusion act -2.3% and USP2a inh 0.8%.
COc1cccc(CNC(=O)C2CCCN(C(=O)c3ccc(Cl)cc3)C2)c1 (centres undefined) was read as hERG WT inh -2.1, ELG1 repair inh -3.1%, KCNH2 3.1 inh -8.4, Eya2 inh 0.7%, TSHR antagonist -1.2, AT treatment -1.3%, TCR activator 2.2%, TRPV1 ag inconclusive, Mito fusion act -3.9% and USP2a inh -0.4%.
c1ccc(-c2nc(-c3ccco3)cs2)nc1 was read as hERG WT inh -11.4, ELG1 repair inh inconclusive, KCNH2 3.1 inh 0.6, Eya2 inh 3.5%, TSHR antagonist -3.0, AT treatment 0.3%, TCR activator -3.6%, TRPV1 ag 7.1, Mito fusion act 3.1% and USP2a inh -0.7%.
`CCC1(C)OC(=O)NN(c2ccc(C)cc2)C1(C)O` (centres undefined) gave hERG WT inh -4.5, ELG1 repair inh 1.4%, KCNH2 3.1 inh 4.7, Eya2 inh 6.2%, TSHR antagonist 20.9, AT treatment -5.5%, TCR activator -3.7%[46.1 µM], TRPV1 ag -5.0, Mito fusion act 1.8% and USP2a inh 3.0%.
For CCC(Sc1nc2ccccc2c2nc3ccccc3n12)C(=O)NCc1ccco1 (centres undefined) the results were ELG1 repair inh inconclusive, Eya2 inh 13.2%, TSHR antagonist -0.9, AT treatment 3.4%, TRPV1 ag -2.8, Mito fusion act -1.5% and USP2a inh 0.5%.
Screening COc1ccc(-n2nnnc2-c2nc3ccccc3s2)cc1 returned hERG WT inh 3.3, ELG1 repair inh inconclusive, KCNH2 3.1 inh 1.4, Eya2 inh 1.0%, TSHR antagonist 18.1, AT treatment 2.6%, TCR activator -3.0%[46.1 µM], TRPV1 ag 18.9, Mito fusion act 0.1% and USP2a inh 1.1%.
